Pol eta inh: blocks human DNA polymerase eta activity | Q9Y253 | recombinant Pol eta, fluorescent DNA replication assay | 390,000 compounds, 1.2% hits | Potency, µM (highest dose often 114 µM), without a hit: top-dose activity change, negative = inhibition, actives largely listed as inhibitors; further: on the % scale 0 is the no-effect control and ±100 the full control effect
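Pol eta at 10 nM preincubated with compounds 15 min at room temperature; reaction started with fluorescent substrate (50 nM final) and read kinetically at 0 and 10 min.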
Anesthetic bind: binds horse apoferritin like a general anesthetic; apoferritin/1-aminoanthracene competitive binding, fluorescence; Potency, µM (titrated, usually from 77.5 µM), for the others: at the highest dose activity change, negative = displacement, actives largely listed as inhibitors; 350,000 compounds, 0.074% hits; further: on the % scale 0 is the no-effect control and ±100 the full control effect; nearly all actives have a fitted effect of over 20% in size
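Apoferritin-based anesthetic binding model; compound displacement of fluorescent 1-AMA measured as endpoint fluorescence after 10 minutes at room temperature, scaled to free-ligand and complex controls.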
BLM helicase inh: inhibitors of human Bloom syndrome helicase BLM; Potency, µM (titrated, usually from 56.1 µM), without a hit: top-dose activity change, negative = inhibition, hits mostly inhibitors; AID 2528; 350,000 compounds, 0.2% hits; recombinant BLM DNA unwinding, fluorescence dequenching; P54132;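 further: plate controls were vehicle for no effect and no enzyme for full effect; nearly all actives have a fitted effect of over 35% in size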
APEX1 inh: blocks human APE1 abasic DNA cleavage. AID 2517. recombinant APE1, TAMRA/BHQ-2 abasic DNA cleavage fluorescence. 350,000 compounds, 0.35% hits. P27695. Potency, µM (doses to about 65.8 µM), without a hit: at the top dose activity change, negative = inhibition, most hits filed as inhibitors;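 further: plate controls were vehicle for no effect and reference inhibitor for full effect; nearly all actives have a fitted effect of over 55% in size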
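Compound pre-exposure to 0.75 nM APE1, 15 min at ambient temperature. Reaction initiated with 50 nM TAMRA/BHQ-2 THF substrate, read immediately in kinetic mode, 525 nm excitation, 598 nm emission.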
BAZ2B block: inhibitors of human BAZ2B bromodomain; 360,000 compounds, 4.4% hits; AlphaScreen BAZ2B-H3K14Ac peptide displacement; Q9UIF8; AID 504333; Potency, µM (series often up to 114 µM), without a hit: top-dose activity change, negative = inhibition, usual class: inhibitors; further: on the % scale 0 is the no-effect control and ±100 the full control effect; nearly all actives have a fitted effect of over 60% in size
Target sequence (Q9UIF8 whole entry, looked up): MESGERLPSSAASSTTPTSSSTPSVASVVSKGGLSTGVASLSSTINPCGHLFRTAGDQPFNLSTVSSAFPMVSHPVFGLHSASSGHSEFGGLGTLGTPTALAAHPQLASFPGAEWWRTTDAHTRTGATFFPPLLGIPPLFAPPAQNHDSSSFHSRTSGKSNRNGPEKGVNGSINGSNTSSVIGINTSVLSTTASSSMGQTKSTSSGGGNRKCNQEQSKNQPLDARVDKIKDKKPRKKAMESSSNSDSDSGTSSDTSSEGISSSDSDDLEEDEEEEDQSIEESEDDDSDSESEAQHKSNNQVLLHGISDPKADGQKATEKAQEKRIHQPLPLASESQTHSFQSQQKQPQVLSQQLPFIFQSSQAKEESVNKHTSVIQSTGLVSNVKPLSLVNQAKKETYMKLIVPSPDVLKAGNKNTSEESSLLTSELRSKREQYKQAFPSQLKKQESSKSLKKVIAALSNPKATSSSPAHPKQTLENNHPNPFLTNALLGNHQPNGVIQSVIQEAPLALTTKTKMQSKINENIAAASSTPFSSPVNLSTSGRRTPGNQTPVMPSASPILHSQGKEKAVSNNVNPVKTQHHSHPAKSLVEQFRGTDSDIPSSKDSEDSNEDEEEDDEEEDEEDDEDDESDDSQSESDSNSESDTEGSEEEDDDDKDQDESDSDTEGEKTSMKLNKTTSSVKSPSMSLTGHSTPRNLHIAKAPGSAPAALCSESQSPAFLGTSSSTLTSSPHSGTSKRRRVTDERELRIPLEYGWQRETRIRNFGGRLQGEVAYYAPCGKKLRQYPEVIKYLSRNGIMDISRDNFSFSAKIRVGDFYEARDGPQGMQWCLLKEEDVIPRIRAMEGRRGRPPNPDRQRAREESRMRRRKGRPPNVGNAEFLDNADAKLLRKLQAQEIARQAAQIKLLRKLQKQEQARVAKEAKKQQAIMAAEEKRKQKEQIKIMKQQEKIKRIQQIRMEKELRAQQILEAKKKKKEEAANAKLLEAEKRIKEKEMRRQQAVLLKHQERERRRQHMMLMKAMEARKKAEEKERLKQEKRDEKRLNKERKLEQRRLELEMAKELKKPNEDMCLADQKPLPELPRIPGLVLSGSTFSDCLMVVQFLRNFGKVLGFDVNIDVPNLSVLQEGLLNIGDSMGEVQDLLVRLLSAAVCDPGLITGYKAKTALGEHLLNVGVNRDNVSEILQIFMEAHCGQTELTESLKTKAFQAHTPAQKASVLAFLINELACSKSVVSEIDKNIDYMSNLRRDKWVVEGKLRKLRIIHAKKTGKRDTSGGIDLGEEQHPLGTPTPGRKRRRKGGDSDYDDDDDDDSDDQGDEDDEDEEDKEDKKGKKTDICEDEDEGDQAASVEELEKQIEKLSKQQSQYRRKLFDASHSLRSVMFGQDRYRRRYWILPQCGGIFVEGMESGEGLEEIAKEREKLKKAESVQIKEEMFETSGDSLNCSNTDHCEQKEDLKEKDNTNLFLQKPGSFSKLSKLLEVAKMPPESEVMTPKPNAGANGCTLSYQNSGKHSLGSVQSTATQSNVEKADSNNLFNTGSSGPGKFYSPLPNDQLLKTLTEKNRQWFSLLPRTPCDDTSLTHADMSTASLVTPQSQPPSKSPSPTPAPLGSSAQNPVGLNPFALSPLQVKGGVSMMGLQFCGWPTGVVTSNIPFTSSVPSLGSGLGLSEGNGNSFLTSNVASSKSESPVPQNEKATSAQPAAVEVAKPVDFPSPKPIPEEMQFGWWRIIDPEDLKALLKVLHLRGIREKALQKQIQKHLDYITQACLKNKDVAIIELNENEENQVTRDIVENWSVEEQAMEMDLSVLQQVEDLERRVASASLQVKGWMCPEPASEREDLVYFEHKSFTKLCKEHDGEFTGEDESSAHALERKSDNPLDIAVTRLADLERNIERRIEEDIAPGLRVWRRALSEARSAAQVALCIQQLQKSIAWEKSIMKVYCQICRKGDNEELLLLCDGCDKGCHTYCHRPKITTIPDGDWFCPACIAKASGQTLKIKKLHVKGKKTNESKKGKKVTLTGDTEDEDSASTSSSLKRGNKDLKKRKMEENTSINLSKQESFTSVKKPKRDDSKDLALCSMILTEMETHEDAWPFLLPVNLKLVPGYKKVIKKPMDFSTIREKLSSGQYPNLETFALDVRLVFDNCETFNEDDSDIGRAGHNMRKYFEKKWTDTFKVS
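Protein-peptide AlphaScreen: BAZ2B 50 nM, b-H3K14Ac 50 nM, 1x PBS pH 7.4 + 0.01% Tween-20. Preincubation 30 min RT; cpd 30 min RT (top 110 uM); beads 20 min RT, light-protected.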
Pol beta inh: inhibitors of human DNA polymerase beta; Pol beta primer extension/strand displacement, fluorescence kinetic; AID 485314; 340,000 compounds, 1.3% hits; Potency, µM (titrated, usually from 114 µM), for inactives: top-dose activity change, negative = inhibition, actives largely listed as inhibitors; further: on the % scale 0 is the no-effect control and ±100 the full control effect
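Homogeneous kinetic assay of primer extension and strand displacement by 10 nM Pol beta, preincubated 15 min at room temperature with compound before 50 nM substrate (final) was added. Read at 0 and 10 min; four-parameter Hill fit.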
G9a block: inhibitors of human histone lysine methyltransferase G9a; Q96KQ7; G9a H3K9 monomethylation, AlphaScreen, 2 h; Potency, µM (titrated, usually from 102 µM), inactives show at the highest dose activity, negative = inhibition, most hits filed as inhibitors; 350,000 compounds, 8.8% hits; AID 504332; further: on the % scale 0 is the no-effect control and ±100 the full control effect; nearly all actives have a fitted effect of over 75% in size
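Readings reflect AlphaScreen signal from monomethyl-H3K9 antibody detection. HMT at 20 nM; substrate b-H3K9 500 nM; cofactor SAM 20 uM; 2 h RT reaction; compounds tested as titrations in qHTS with 15 min preincubation.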
Pol iota inh: blocks human DNA polymerase iota activity. 390,000 compounds, 1% hits. Pol iota fluorescent replication assay, 10 min. AID 588590. Q9UNA4. Potency, µM (highest dose often 115 µM), without a hit: top-dose activity, negative = inhibition, actives largely listed as inhibitors
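Fluorescent replication assay read twice, at 0 min and 10 min after adding 50 nM (final) substrate. Enzyme (10 nM) and compounds were first incubated 15 min at room temperature; enzyme-free buffer wells were negative controls.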
Pol kappa inh: blocks human DNA polymerase kappa activity. 400,000 compounds, 0.53% hits. Q9UBT6. purified Pol kappa, fluorescent DNA synthesis assay, 10 min. Potency, µM (titrated, usually from 107 µM), for the others: at the top dose activity, negative = inhibition, usual class: inhibitors; further: on the % scale 0 is the no-effect control and ±100 the full control effect
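Kinetic fluorescence screen: compound preincubated 15 min RT with 10 nM enzyme; 50 nM substrate (final) initiates; reads at 0/10 min.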
* = called active by the depositor; u = inconclusive; x = not tested or not shown; [ ] = remark or other dose. The call rests on the fitted dose curve; in most records, active means well fitted curve in the direction sought with a large enough effect; inconclusive means small, poorly fitted or top-dose-only effect, or another doubt; inactive means no such curve, though single readings can be large; an effect the other way counts as inactive or inconclusive. Potency means the concentration at half of the fitted maximal effect. A portion of the library; count on the stated rates, not on these rows.

Results follow in this order: APEX1 inh, Pol iota inh, Pol kappa inh, Pol eta inh, Anesthetic bind, Pol beta inh, BAZ2B block, BLM helicase inh, G9a block
> Cc1ccc(C(=O)OCC(=O)N(CCc2ccccc2)Cc2ccccc2)cc1S(=O)(=O)N1CCOCC1
    41.4%, -9.4%, 2.9%, -21.8%, x, x, 2.0%, x, -34.0%
> CCCc1[nH]nc2c1C(c1ccncc1)C(C#N)=C(N)O2 (stereo unspecified)
    -2.0%, u, 0.1%, -10.8%, 0.4%, -0.7%, -1.4%, 1.1%, -46.9%[59 µM]
> CSc1cccc(NC(=O)C2CCN(S(=O)(=O)c3ccc4[nH]c5c(c4c3)CCCCC5)CC2)c1
    x, 20.6%, -5.6%, -17.9%, -3.2%, -2.0%, -17.0%, -8.2%, -8.6%[59 µM]
> Cc1cnc(C(=O)OCC(=O)N(C)CC(=O)Nc2ccccc2Cl)cn1
    3.4%, 23.0%, -7.0%, -15.6%, x, x, 5.6%, x, u
> Cn1c(=O)c2c(nc(NCc3cccnc3)n2Cc2cccc(C(F)(F)F)c2)n(C)c1=O
    -1.5%, -10.7%, -0.8%, -20.2%, -4.0%, 30.2%, -23.0%, -1.6%, -31.5%[59 µM]
> CCCC(=O)NCc1nc2ccccc2n1C
    0.1%, 11.3%, 0.0%, -6.3%, 4.1%, 4.9%, -4.6%, -1.6%, 24.3%[59 µM]
> O=[N+]([O-])c1cccc2c(Cl)ccnc12
    17.7%, -24.6%, -7.3%, 1.1%, u, -11.7%, -38.7%, -21.7%, x
> COc1cccc(OC)c1OCc1cc(C2C3CCCC=C3C(C#N)=C(N)C2(C#N)C#N)c(C)cc1C (stereo unspecified)
    -3.8%, 2.4%, -15.1%, -0.8%, -23.1%, -1.4%, u, -8.8%, x
> O=c1[nH]c2cc(Br)ccc2n2cccc12
    x, 24.4%, -18.2%, -18.1%, 29.7%, -18.1%, -1.4%, 3.6%, 4.3%[59 µM]
> COc1ccc(-c2sc3ccccc3c2C#CCCO)cc1
    -19.5%, -3.6%, 5.0%, -3.5%, -2.6%, 18.2%, 11.1%, -9.5%, x
> COc1cc(C2C3C(=O)N(c4ccccc4)C(=O)C3ON2c2ccccc2)ccc1O (stereo unspecified)
    -5.8%, 12.6%, -1.1%, 8.5%, -15.1%, -20.4%, 4.7%, -6.1%, 12.5%[59 µM]
> CCOC(=O)c1c(N)sc(C(O)(C(F)(F)F)C(F)(F)F)c1-c1ccccc1
    2.1%, 7.3%, -25.0%, -17.7%, u, u, -1.0%, -16.1%, -2.1%
> Cc1cccc(NC(=S)N(CCN(C)C)Cc2cccs2)c1
    -0.7%, 55.4%[activator], 2.8%, -21.7%, -12.0%, 12.4%, -1.0%, -3.5%, 37.1%[59 µM]
> CCC(NC(=O)Cc1cccs1)c1ccccc1 (stereo unspecified)
    14.6%, 32.8%[activator], 12.8%, -17.6%, -16.7%, 13.4%, -16.3%, 0.0%, -6.8%
> Clc1ccc(OCCCCCN2CCOCC2)cc1
    16.6%, 34.4%[activator], 7.0%, -14.6%, 6.4%, 19.6%, 3.6%, -0.9%, 2.7%
> O=C(CN1C(=O)C2CCCCC2C1=O)N1CCN(c2ncccn2)CC1 (stereo unspecified)
    0.7%, 13.4%, -14.3%, 3.1%, -0.7%, 5.8%, 5.8%, -5.5%, x
> COc1ccc(CNCCSc2nnnn2C)c(OC)c1OC
    -3.3%, 150.3%[activator], 0.3%, 0.1%, -2.2%, -0.2%, -9.5%, -5.7%, u
> CC1(C)CC(CC(=O)O)(c2ccc(F)cc2)CCO1 (stereo unspecified)
    2.6%, 11.0%, -4.9%, -13.5%, 2.2%, 35.1%, 8.3%, -0.5%, 20.3%
> CN=C1NN=C(c2cc(C)n(-c3c(C)n(C)n(-c4ccccc4)c3=O)c2C)CS1
    3.1%, u, -3.6%, -6.9%, 0.0%, 16.0%, -7.8%, -9.8%, u
> Cc1nc(C)c(CCNC(=O)c2ccc(C(F)(F)F)cc2)s1
    20.0%, 18.5%, -20.3%, -14.9%, -0.8%, 44.1%, 4.5%, 4.8%, 44.7µM*

Exported with bars between the fields: entries from further up.
Molecule | APEX1 inh | Pol iota inh | Pol kappa inh | Pol eta inh | Anesthetic bind | Pol beta inh | BAZ2B block | BLM helicase inh | G9a block
O=[N+]([O-])c1cccc2c(Cl)ccnc12 | 17.7% | -24.6% | -7.3% | 1.1% | u | -11.7% | -38.7% | -21.7% | x
COc1cccc(OC)c1OCc1cc(C2C3CCCC=C3C(C#N)=C(N)C2(C#N)C#N)c(C)cc1C (stereo unspecified) | -3.8% | 2.4% | -15.1% | -0.8% | -23.1% | -1.4% | u | -8.8% | x
O=c1[nH]c2cc(Br)ccc2n2cccc12 | x | 24.4% | -18.2% | -18.1% | 29.7% | -18.1% | -1.4% | 3.6% | 4.3%[59 µM]
COc1ccc(-c2sc3ccccc3c2C#CCCO)cc1 | -19.5% | -3.6% | 5.0% | -3.5% | -2.6% | 18.2% | 11.1% | -9.5% | x
COc1cc(C2C3C(=O)N(c4ccccc4)C(=O)C3ON2c2ccccc2)ccc1O (stereo unspecified) | -5.8% | 12.6% | -1.1% | 8.5% | -15.1% | -20.4% | 4.7% | -6.1% | 12.5%[59 µM]
CCOC(=O)c1c(N)sc(C(O)(C(F)(F)F)C(F)(F)F)c1-c1ccccc1 | 2.1% | 7.3% | -25.0% | -17.7% | u | u | -1.0% | -16.1% | -2.1%
Cc1cccc(NC(=S)N(CCN(C)C)Cc2cccs2)c1 | -0.7% | 55.4%[activator] | 2.8% | -21.7% | -12.0% | 12.4% | -1.0% | -3.5% | 37.1%[59 µM]
CCC(NC(=O)Cc1cccs1)c1ccccc1 (stereo unspecified) | 14.6% | 32.8%[activator] | 12.8% | -17.6% | -16.7% | 13.4% | -16.3% | 0.0% | -6.8%

Further compounds:
Results follow in this order: APEX1 inh, Pol iota inh, Pol kappa inh, Pol eta inh, Anesthetic bind, Pol beta inh, BAZ2B block, BLM helicase inh, G9a block
> Cc1cnc(NC(=O)c2cc(S(=O)(=O)N(C)C)ccc2N2CCCC2)s1
    -10.3%, 4.7%, 6.3%, -20.8%, x, x, x, x, x
> Clc1cccc(Cl)c1CSc1nnc(CN2CCOCC2)n1-c1ccccc1
    1.5%, 0.6%, -13.0%, 2.3%, -6.1%, 23.7%, 5.2%, -1.7%, 2.6%
> O=C(Nc1cccc(Cl)c1)OCCOc1ccccc1
    39.5%, 37.5%[activator], -21.4%, -27.7%, u, -16.1%, 89.3%[activator], -10.4%, 342.3%[activator]
> Cc1ccc(C)c(N2CCN(C(=O)C(C)n3nc(C)c4sc5ccccc5c4c3=O)CC2)c1 (stereo unspecified)
    x, 5.2%, -0.1%, 0.4%, -13.2%, 7.4%, u, -11.2%, -27.1%[59 µM]
> CC1=C(C#N)CCC(=O)N1Cc1c(F)cccc1Cl
    0.7%, 41.6%[activator], 3.7%, -11.0%, u, -1.7%, 6.0%, -3.2%, 5.7%
> CC(=O)N1CCN(S(=O)(=O)c2cccc(C(=O)NCCC3=CCCCC3)c2)CC1
    -2.8%, -14.7%, -3.5%, -9.9%, x, x, -0.2%, x, -16.0%[0.501 µM]
> CC(C)[C@H](NC(=O)c1ccccc1F)C(=O)NC1CCCCCCC1
    -6.5%, 12.2%, -16.6%, -17.0%, x, x, x, x, x
> CCOC(=O)N1CCN(S(=O)(=O)c2ccc([N+](=O)[O-])cc2)CC1
    -2.1%, 109.1%[activator], 4.3%, -17.8%, -9.3%, -24.2%, -22.0%, -1.0%, 3.6%
> CN(C)c1oc(-c2ccccc2Cl)nc1P(=O)(c1ccccc1)c1ccccc1
    -6.2%, 8.6%, -7.0%, -8.7%, 62.7%[activator], -3.7%, u, -14.0%, u
> N#Cc1c(-c2ccccc2)c(-c2ccccc2)n(Cc2ccco2)c1NC(=O)c1cccs1
    -9.2%, 1.6%, -9.0%, -3.4%, 1.0%, 25.2%, -5.0%, -7.6%, -39.0%
> N#Cc1cc(-c2ccc(Cl)cc2)cn(Cc2c(Cl)cccc2Cl)c1=O
    5.6%, 12.8%, -4.2%, -6.3%, -9.8%, 10.3%, 4.4%, -3.5%, 5.1%[0.0925 µM]
> CC(CCc1ccco1)NC(=O)c1cc2c(-c3ccccc3F)nn(C)c2s1 (stereo unspecified)
    5.0%, -14.8%, -0.9%, -19.9%, -5.1%, 5.2%, -1.8%, -12.7%, 89.1µM*
> CC(C)c1cccc(OCCn2c(-c3ccc(Cl)cc3)nc3ccccc3c2=O)c1
    x, 7.5%, -5.2%, -13.1%, -9.4%, 30.4%, 7.6%, -6.4%, 2.4%[59 µM]
> CCC1(C)Cc2c(sc3nc(SC)[nH]c(=S)c23)CO1 (stereo unspecified)
    16.7%, u, -12.9%, -7.9%, 0.2%, -0.8%, -14.5%, -1.4%, -4.1%
> Cc1ccccc1OCC(=O)Nc1ccc2c(c1)COC2=O
    0.5%, 13.3%, 0.9%, -4.2%, -4.7%, -11.8%, 2.1%, -0.1%, 9.9%[59 µM]
> CCOC(=O)c1ccc(N2C(=O)CC(N(Cc3ccc4c(c3)OCO4)C(=O)Nc3ccccc3)C2=O)cc1 (stereo unspecified)
    3.3%, -7.2%, -14.3%, -23.9%, -18.9%, 5.8%, 2.6%, 2.2%, 21.8%[12.7 µM]
> CC12CCC(C(=O)NCc3ccccc3Cl)(OC1=O)C2(C)C (stereo unspecified)
    14.7%, 0.1%, 11.2%, -6.6%, u, 40.8%, 8.0%, -0.6%, x
> Cc1ccc(CNC(=O)CCCc2cn(C)c3ccccc23)cc1
    8.3%, 12.4%, -3.8%, -10.7%, 4.0%, 0.2%, -2.0%, -10.5%, -1.0%
> COCCNC(=O)CN1C(=O)/C(=C/c2ccccc2)Oc2ccc(C(C)(C)C)cc21
    -7.1%, -23.9%, 9.7%, -22.9%, 5.4%, 9.0%, 25.8%, -10.3%, 5.8%[12.7 µM]
> CCN(C(=O)CSc1nnnn1-c1cc(C)ccc1OC)C1CCS(=O)(=O)C1 (stereo unspecified)
    -6.7%, -1.7%, -12.9%, -4.5%, -11.0%, 48.9%[activator], 11.3%, -0.7%, -42.6%

Compound activity from PubChem BioAssay.
